# High-throughput results: PubChem BioAssay, National Center for Advancing Translational Sciences (NCATS)
# HT1080 IDH1KD tx: qHTS for induction of synthetic lethality in tumor cells producing 2HG: qHTS for the HT-1080-IDH1KD cell line | HT-1080 IDH1 knockdown viability, ATP luminescence, 48 h | Potency, µM (highest dose often 46.1 µM), for inactives: at the highest dose activity, negative = toxicity, most hits filed as cytotoxic | hit rate 2% among 360,000 | AID 686971, 2013;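 note: potency is the fitted concentration of half-maximal effect; 0% = DMSO wells and -100% = cell-free medium wells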
#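 Using the IDH1-knockdown HT-1080 line run in the same batch and compound series as the NT line, viability after 48 h at 37 °C was determined by CellTiter-Glo luminescence and expressed as % activity.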
# HT1080-NT tox: qHTS for induction of synthetic lethality in tumor cells producing 2HG: qHTS for the HT-1080-NT fibrosarcoma cell line; Potency, µM (highest dose often 46.1 µM), without a hit: at the top dose activity, negative = less viability, usual class: cytotoxic; hit rate 1.6% among 360,000; AID 686970, 2013; HT-1080-NT fibrosarcoma viability, CellTiter-Glo ATP luminescence, 48 h;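 note: NT is the 2HG producing partner of a matched IDH1 knockdown line; potency is the fitted concentration of half-maximal effect; 0% = DMSO-treated cells and -100% = media-only wells without cells; nearly all actives have a fitted effect of over 55% in size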
#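 Compounds were tested in concentration-response format on HT-1080-NT cells for 48 hours at 37 degrees C. Cell viability came from CellTiter-Glo luminescence; curves were classified by r2, response magnitude and activity.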
# MCF10A rerep: A quantitative high throughput screen for small molecules that induce DNA re-replication in MCF 10a normal breast cells | hit rate 2.9% among 350,000 | MCF 10A DNA re-replication, Hoechst nuclear intensity, 48 h | Potency, µM (titrated, usually from 46.1 µM), for the others: at the highest dose activity, positive = re-replication, actives largely listed as activators; note: potency is the fitted concentration of half-maximal effect; % of control where 0% means no effect; nearly all actives have a fitted effect of over 50% in size
# DRD3 agonist: qHTS of D3 Dopamine Receptor Agonist: qHTS | D(3) dopamine receptor (Homo sapiens), P35462 | D3R DiscoveRx beta-arrestin cells, luminescence, 90 min | max activation, % | hit rate 0.58% among 410,000; in the data active = max activation above about 30%; note: 0% is about no effect; mostly tested at two doses, the higher about 12 µM
# Target sequence (P35462 whole entry, looked up): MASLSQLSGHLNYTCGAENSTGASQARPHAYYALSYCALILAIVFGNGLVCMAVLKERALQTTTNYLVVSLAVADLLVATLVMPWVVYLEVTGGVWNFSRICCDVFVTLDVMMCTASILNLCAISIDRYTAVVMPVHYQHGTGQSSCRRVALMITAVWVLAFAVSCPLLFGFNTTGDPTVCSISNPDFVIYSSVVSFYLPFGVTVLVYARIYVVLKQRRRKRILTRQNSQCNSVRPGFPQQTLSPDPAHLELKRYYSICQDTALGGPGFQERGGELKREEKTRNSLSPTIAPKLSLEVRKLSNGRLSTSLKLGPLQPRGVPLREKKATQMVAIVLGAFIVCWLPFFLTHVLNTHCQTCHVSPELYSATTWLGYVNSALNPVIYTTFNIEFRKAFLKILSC
#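 Agonist-mode cell screen: cells plated at 1500/well and incubated overnight at 37 °C, then exposed to library compounds for 90 min at 37 °C. Detection reagent was added for 30–60 min at room temperature, and luminescence was read.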
# KB-V1 cytotox: qHTS assay for MDR1-selective chemotherapeutics: Primary screen using the drug-selected MDR subline cells KB-V1; hit rate 3.4% among 400,000; KB-V1 MDR cells viability, CellTiter-Glo, 72 h; AID 1347076, 2019; Potency, µM (doses to about 46.1 µM), inactives show at the top dose activity change, negative = cytotoxicity, hits mostly cytotoxic; note: potency is the fitted concentration of half-maximal effect; % is set by controls: 0 for no effect and ±100 for the full control effect; nearly all actives have a fitted effect of over 60% in size
#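 Compound-treated KB-V1 multidrug-resistant cells, 72 h, 37 degrees C; viability by CellTiter-Glo. Fitted qHTS curves give the values.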
# KB-3-1 tox: qHTS assay for MDR1-selective chemotherapeutics: Primary screen using the parental adenocarcinoma cell KB-3-1; KB-3-1 viability, CellTiter-Glo ATP luminescence, 72 h; hit rate 1.4% among 400,000; Potency, µM (highest dose often 46.1 µM), for the others: top-dose activity change, negative = cytotoxic, usual class: cytotoxic; AID 1347075, 2019; note: potency is the fitted concentration of half-maximal effect; % is set by controls: 0 for no effect and ±100 for the full control effect; nearly all actives have a fitted effect of over 60% in size
#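 Cytotoxicity measured as CellTiter-Glo luminescence after 72 h at 37 C. Compound titrations were pinned onto drug-naive KB-3-1 parental adenocarcinoma cells grown in DMEM with 10% FBS, and normalized data fitted to concentration-response curves.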
# SW480 rerep: A quantitative high throughput screen for small molecules that induce DNA re-replication in SW480 colon adenocarcinoma cells; SW480 DNA re-replication, Hoechst DNA content imaging, 48 h; Potency, µM (series often up to 46.1 µM), inactives show top-dose re-replication activation, most hits filed as activators; hit rate 1.8% among 340,000; AID 624297, 2012; note: potency is the fitted concentration of half-maximal effect; % of control where 0% means no effect; nearly all actives have a fitted effect of over 55% in size
#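 250 cells/well; 23 nL cpd via pin tool; 48 hr, 37 C, 5% CO2; Hoechst 40 min; imager read of total nuclear intensity, ex 405/em 500-530 nm.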
# An asterisk follows results filed as active; ? = inconclusive; . = no result given; & = joins results of further samples; [ ] = remark or other dose. Unless noted, calls come from the whole dose curve; as a rule, active = well fitted curve in the direction sought with a large enough effect; inconclusive = small, poorly fitted or top-dose-only effect, or another doubt; inactive = no such curve, though single readings can be large; an effect the other way counts as inactive or inconclusive. Not all compounds are listed; rates above refer to the full screens.
# Sample of the layout (21 entries):
# Each structure is followed by: HT1080 IDH1KD tx	HT1080-NT tox	MCF10A rerep	DRD3 agonist	KB-V1 cytotox	KB-3-1 tox	SW480 rerep
O=c1[nH]cc(N(CCCl)CCCl)c(=O)[nH]1
  .	.	5%	1	.	.	-4%
CCOC(=O)CC(SP(=S)(OC)OC)C(=O)OCC (stereo unspecified)
  .	.	2%	-12&5	.	.	-5%
CCCCNCC(O)c1ccc(O)cc1 (stereo unspecified)
  .	.	1%	0	.	.	-3%
O=C1c2ccccc2C(=O)c2ccccc21
  .	.	0%	4	.	.	3%
O=[N+]([O-])c1c(Cl)cccc1-c1c[nH]cc1Cl
  .	.	?	-4	.	.	14%
NNc1ccccc1
  .	.	1%	-17	.	.	0%
Cc1nnc2n1-c1ccc(Cl)cc1C(c1ccccc1Cl)=NC2
  .	.	-1%	5	.	.	3%
c1ccc2c(c1)sc1ccccc12
  .	.	16%	13	.	.	2%
CCCC(=O)OC(C(Cl)(Cl)Cl)P(=O)(OC)OC (stereo unspecified)
  .	.	27%	-20	.	.	0%
CCCCCCCCOC(=O)c1ccccc1C(=O)OCCCCCCCC
  .	.	0%	-8	.	.	8%
O=C(CCl)c1ccc(Oc2ccc(C(=O)CCl)cc2)cc1
  .	.	27µM*	-5	.	.	18%
CC(C)(N)Cc1ccc(Cl)cc1
  .	.	-1%	8	.	.	-6%
CC[C@]1(O)CC[C@H]2[C@@H]3CCC4=CCCC[C@@H]4[C@H]3CC[C@@]21C
  .	.	?	6	.	.	24µM*
Oc1cc[c]([Hg][Cl])cc1
  .	.	1.1µM*	-30&-26	.	.	?
CC(C)CCON=O
  .	.	0%	-12	.	.	4%
CCCCCCC(=O)CCCCCC/C=C/C[C@@H](O)[C@H](O)[C@@](N)(CO)C(=O)O
  .	.	11%	2&-8	.	.	2%
CN(C)CCc1ccc(O)cc1
  .	.	9%	25	.	.	-1%
O=C1CCCCC1CN1CCCCC1 (stereo unspecified)
  .	.	-4%	-7	.	.	0%
CC(=O)[O][Hg][c]1ccccc1
  .	.	43%	-19	.	.	?
S=C=S
  .	.	-2%	4	.	.	-4%
CCCC(C)C1(CC)C(=O)NC(=O)NC1=O (stereo unspecified)
  .	.	3%	-9	.	.	-4%

# The list itself, from the start:
# Each structure is followed by: HT1080 IDH1KD tx	HT1080-NT tox	MCF10A rerep	DRD3 agonist	KB-V1 cytotox	KB-3-1 tox	SW480 rerep
O=c1[nH]cc(N(CCCl)CCCl)c(=O)[nH]1
  .	.	5%	1	.	.	-4%
CCOC(=O)CC(SP(=S)(OC)OC)C(=O)OCC (stereo unspecified)
  .	.	2%	-12&5	.	.	-5%
CCCCNCC(O)c1ccc(O)cc1 (stereo unspecified)
  .	.	1%	0	.	.	-3%
O=C1c2ccccc2C(=O)c2ccccc21
  .	.	0%	4	.	.	3%
O=[N+]([O-])c1c(Cl)cccc1-c1c[nH]cc1Cl
  .	.	?	-4	.	.	14%
NNc1ccccc1
  .	.	1%	-17	.	.	0%
Cc1nnc2n1-c1ccc(Cl)cc1C(c1ccccc1Cl)=NC2
  .	.	-1%	5	.	.	3%
c1ccc2c(c1)sc1ccccc12
  .	.	16%	13	.	.	2%
CCCC(=O)OC(C(Cl)(Cl)Cl)P(=O)(OC)OC (stereo unspecified)
  .	.	27%	-20	.	.	0%
CCCCCCCCOC(=O)c1ccccc1C(=O)OCCCCCCCC
  .	.	0%	-8	.	.	8%
O=C(CCl)c1ccc(Oc2ccc(C(=O)CCl)cc2)cc1
  .	.	27µM*	-5	.	.	18%
CC(C)(N)Cc1ccc(Cl)cc1
  .	.	-1%	8	.	.	-6%
CC[C@]1(O)CC[C@H]2[C@@H]3CCC4=CCCC[C@@H]4[C@H]3CC[C@@]21C
  .	.	?	6	.	.	24µM*
Oc1cc[c]([Hg][Cl])cc1
  .	.	1.1µM*	-30&-26	.	.	?
CC(C)CCON=O
  .	.	0%	-12	.	.	4%
CCCCCCC(=O)CCCCCC/C=C/C[C@@H](O)[C@H](O)[C@@](N)(CO)C(=O)O
  .	.	11%	2&-8	.	.	2%
CN(C)CCc1ccc(O)cc1
  .	.	9%	25	.	.	-1%
O=C1CCCCC1CN1CCCCC1 (stereo unspecified)
  .	.	-4%	-7	.	.	0%
CC(=O)[O][Hg][c]1ccccc1
  .	.	43%	-19	.	.	?
S=C=S
  .	.	-2%	4	.	.	-4%
CCCC(C)C1(CC)C(=O)NC(=O)NC1=O (stereo unspecified)
  .	.	3%	-9	.	.	-4%
O=C1Nc2ccc(Cl)cc2C(c2ccccc2)=NC1O (stereo unspecified)
  .	.	-1%	-7&1	.	.	-4%
CN(C)C(=S)SC(=S)N(C)C
  .	.	3%	1	.	.	2.7µM*
C=CCN=C=S
  .	.	-1%	-15	.	.	-1%
CCC1(c2ccccc2)C(=O)NC(=O)N(C)C1=O (stereo unspecified)
  .	.	-2%	3	.	.	-3%
CN1CCC(O)(c2ccc(F)cc2)C(C(=O)c2ccc(F)cc2)C1 (stereo unspecified)
  .	.	27µM*	2	.	.	?
CCOP(=O)(OCC)O/C(=C/Cl)c1ccc(Cl)cc1Cl
  .	.	12%	2	.	.	3%
COCC(=O)N(c1c(C)cccc1C)C(C)C(=O)OC (stereo unspecified)
  .	.	0%	-16	.	.	2%
CC(C)=CC1C(C(=O)OCN2C(=O)C3=C(CCCC3)C2=O)C1(C)C (stereo unspecified)
  .	.	2%	-4	.	.	-2%
Cn1c(CCCC(=O)O)nc2cc(N(CCCl)CCCl)ccc21
  .	.	?	-13	.	.	14%
N#CC1(N2CCCCC2)CCCCC1
  .	.	8%	6	.	.	-2%
CCCC1CCCCN1 (stereo unspecified)
  .	.	0%	0	.	.	-8%
CN1C(=O)COc2c(C(=O)NC3CN4CCC3CC4)cc(Cl)cc21 (stereo unspecified)
  .	.	0%	-1	.	.	8%
COP(=S)(OC)Oc1ccc(S(=O)(=O)N(C)C)cc1
  .	.	1%	5	.	.	-11%
CC(=O)O[C@H]1CC[C@H]2[C@@H]3CCC4=CC(=O)CCC4=C3C=C[C@]12C
  .	.	10%	10	.	.	1%
Clc1ccc(C2(Cn3cncn3)OCCO2)c(Cl)c1
  .	.	5%	-12	.	.	2%
CCOc1ccc2c3c1O[C@H]1[C@@H](O)C=C[C@H]4[C@@H](C2)N(C)CC[C@@]341
  .	.	-1%	2	.	.	0%
O=C(O)C(Cl)Cl
  .	.	-2%	10&2	.	.	-15%
C[C@@H](Cc1ccccc1)NCCC(c1ccccc1)c1ccccc1
  .	.	7%[20.6 µM]	-14	.	.	11%[20.6 µM]
CC1OC(C)OC(C)O1 (stereo unspecified)
  .	.	-1%&1%	10&-9	.	.	2%&-8%
[O]=[Cd]
  .	.	-1%	-8	.	.	-8%
ClC(Cl)Cl
  .	.	3%	-5	.	.	0%
O=C(O)c1cc[c]([Sb](=[O])([OH])[OH])cc1[N+](=O)[O-]
  .	.	.	.	19%	29%	.
Cc1nc2ccccn2c1P(=S)(c1ccccc1)c1ccccc1
  .	.	.	.	?	-19%	.
c1ccc(N2CCN(c3ccccc3)CC2)cc1
  .	.	.	.	-2%	-9%	.
NCC(=O)c1ccc2ccccc2c1
  .	.	.	.	10%	15%	.
CC(=O)Cc1c[nH]c2ccccc12
  .	.	.	.	20%	28%	.
NCC(=O)c1ccc(Br)cc1
  .	.	.	.	1%	-1%	.
[O]=[Sb]([OH])([OH])[c]1ccccc1
  .	.	.	.	23%	?	.
ClCCN(CCCl)c1ccc(/C=C/c2ccnc3ccccc23)cc1
  .	.	.	.	?	?	.

# The list continues:
# Each structure is followed by: HT1080 IDH1KD tx	HT1080-NT tox	MCF10A rerep	DRD3 agonist	KB-V1 cytotox	KB-3-1 tox	SW480 rerep
CCc1nn2c(=O)c(F)c(N3CCNCC3)nc2s1
  .	.	.	.	7%	0%	.
CN(C)c1ccc(N=O)cc1
  .	.	.	.	?	0%	.
O=[N+]([O-])c1cc(C(F)(F)F)c(Cl)c([N+](=O)[O-])c1Nc1ncc(C(F)(F)F)cc1Cl
  .	.	.	.	?	1.5µM*	.
O=C1/C(=C/c2ccc(N(CCCl)CCCl)cc2)Cc2ccccc21
  .	.	.	.	-11%	0%	.
ClCCN(CCCl)c1ccc(C=Nc2ccncc2)cc1
  .	.	.	.	5%	0%	.
CC[C@@]1(O)C(=O)OCc2c1cc1n(c2=O)Cc2cc3ccccc3nc2-1
  .	.	.	.	0%	?	.
O=C1NC(=O)C(=Cc2ccc(Cl)cc2)C(=O)N1
  0%	22%	.	.	0%	.	.
COc1cc([C@@H]2c3cc4c(cc3[C@@H](O)[C@H]3COC(=O)[C@H]23)OCO4)cc(OC)c1O
  .	.	.	-10	?	?	.

# In the list so far, these contain fluorine.
# Each structure is followed by: HT1080 IDH1KD tx	HT1080-NT tox	MCF10A rerep	DRD3 agonist	KB-V1 cytotox	KB-3-1 tox	SW480 rerep
CN1CCC(O)(c2ccc(F)cc2)C(C(=O)c2ccc(F)cc2)C1 (stereo unspecified)
  .	.	27µM*	2	.	.	?
CCc1nn2c(=O)c(F)c(N3CCNCC3)nc2s1
  .	.	.	.	7%	0%	.
O=[N+]([O-])c1cc(C(F)(F)F)c(Cl)c([N+](=O)[O-])c1Nc1ncc(C(F)(F)F)cc1Cl
  .	.	.	.	?	1.5µM*	.
